RGS4 inh: inhibitors of human RGS4; HEK293 M3R/RGS4 inducible, Fluo-4 calcium flux; active compounds read high; triggered by carbachol at its EC20; B-score at 10 µM; 0.45% of 310,000 active;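 active = B-score, a plate-corrected calcium signal, over three deviations above library mean, with baseline fluorescence within five deviations of library mean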;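 note: RGS4 expression induced by doxycycline in cells with stable M3 receptor; B-score is computed from the integrated fluorescence ratio over baseline after carbachol; higher B-score means a larger calcium signal and so more RGS4 inhibition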
Target sequence (P49798 whole entry, looked up): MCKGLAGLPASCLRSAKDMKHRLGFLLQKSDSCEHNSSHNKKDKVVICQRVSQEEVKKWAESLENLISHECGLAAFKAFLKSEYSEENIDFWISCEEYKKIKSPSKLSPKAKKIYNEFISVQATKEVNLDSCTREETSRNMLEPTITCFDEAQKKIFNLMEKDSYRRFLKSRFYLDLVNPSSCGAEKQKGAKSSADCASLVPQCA
HDAC3 inhib: human HDAC3 inhibition. inhibition, % at 8.3 µM. recombinant HDAC3, fluorogenic peptide/trypsin coupled, fluorescence. 0.15% of 320,000 active. O15379; in the data active = inhibition above about 26%, passing the limit was not always enough
Target sequence (O15379 whole entry, looked up): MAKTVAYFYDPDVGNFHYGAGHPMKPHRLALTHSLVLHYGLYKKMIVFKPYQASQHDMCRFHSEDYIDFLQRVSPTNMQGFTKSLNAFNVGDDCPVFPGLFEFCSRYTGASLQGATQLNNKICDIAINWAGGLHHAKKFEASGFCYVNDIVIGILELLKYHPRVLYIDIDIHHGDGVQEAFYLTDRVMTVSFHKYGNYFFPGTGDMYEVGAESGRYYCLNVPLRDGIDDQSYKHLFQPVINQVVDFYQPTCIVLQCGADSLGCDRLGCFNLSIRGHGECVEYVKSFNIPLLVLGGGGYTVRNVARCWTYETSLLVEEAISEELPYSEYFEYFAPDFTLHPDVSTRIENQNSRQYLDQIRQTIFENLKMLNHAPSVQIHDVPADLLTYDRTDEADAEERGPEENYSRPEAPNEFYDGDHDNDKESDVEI
KCNQ1 act: potentiators or activators of human KCNQ1 potassium channel | AID 2648 | B-score at 10 µM | 0.35% of 310,000 active | P51787 | CHO-K1 KCNQ1, thallium flux FluxOR fluorescence; active compounds read high;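 active = fluorescence ratio B-score, a plate-corrected score, at least three library SD, with initial intensity B-score within 5 SD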
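Material: CHO-K1 cells stably expressing KCNQ1. Medium: assay buffer for compound exposure, DMSO matched across wells. Reagent: K+/Tl+ depolarizing stimulus. Compound dosing: single-concentration screen. Times: 37 °C overnight plating, 90-min dark dye load, 20-min compound pretreatment. Technique: FluxOR Tl+ flux fluorescence.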
hERG protect: shields human hERG channel from block by proarrhythmic agents | 0.51% of 310,000 active | AID 1511 | Q12809 | CHO-hERG, FluxOR thallium flux, dofetilide IC70 present | activation (rescue from dofetilide block), less the hit threshold, % at 10 µM;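 active = activation above the mean of controls blocked by dofetilide plus 5 SD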;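 note: thallium influx through hERG after potassium depolarization seen as dye fluorescence rise; in these data hits start at about 4.7%; inactives centre near -7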
KCNK3 inh: human KCNK3 channel inhibition, primary screen | O14649 | CHO-KCNK3 thallium flux, FluxOR fluorescence; active compounds read low | B-score at 10 µM | 0.84% of 340,000 active;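 active = B-score under library mean minus 4 SD, starting fluorescence ratio at most library mean plus 5 SD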;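 note: more negative B-score means stronger inhibition of thallium flux through KCNK3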
KCNQ1 block: human KCNQ1 channel inhibition | P51787 | CHO-K1 KCNQ1, FluxOR thallium flux fluorescence; active compounds read high | B-score at 10 µM | 1.3% of 310,000 active | AID 2642;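 active = compounds whose thallium flux B-score, printed positive for inhibition, exceeds three library SD while starting fluorescence stays within three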;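 note: channel opened by potassium depolarization with thallium stimulus after 20 min compound exposure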
SKKanGAS inh: inhibitors of SKKanGAS S. pyogenes growth in kanamycin (SK-promoter or general growth effect) | BacTiter-Glo, 6 h | inhibition, % at 7.5 µM | 1.3% of 300,000 active | AID 1662;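 active = mean replicate score, as percent of positive control median, at least 50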;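 note: strain carries kanamycin resistance gene driven by streptokinase promoter and grows in 40 µg/ml kanamycin; loss of luminescence reflects streptokinase promoter inhibition or plain growth inhibition; 0% = median of DMSO wells and 100% = positive control at its reference dose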
ANO1 activ: mouse TMEM16A channel activation, primary screen; B-score at 10 µM; Q8BHY3; 0.3% of 340,000 active; HEK293 TMEM16A/YFP-H148Q/I152L, iodide quench fluorescence; active compounds read low; AID 623877;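 active = fluorescence-ratio B-score plate-corrected deviation score at least 3 library SD below zero, with starting fluorescence score within 5 deviations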;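 note: channel opened by trigger with iodide after compound preincubation; score built on the fluorescence ratio of max minus min over baseline; more negative score means more quench and so TMEM16A activation or potentiation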
KCNK9 inh: human KCNK9 channel inhibition. Q9NPC2. HEK293 KCNK9, FluxOR thallium flux fluorescence; active compounds read low. B-score at 10 µM. 1.2% of 310,000 active. AID 488922;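 active = ratio B-score over 3 SD below the library mean, with starting fluorescence within 5 SD of its mean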;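 note: negative B-score means less thallium flux so channel inhibition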
Target sequence (Q9NPC2 whole entry, looked up): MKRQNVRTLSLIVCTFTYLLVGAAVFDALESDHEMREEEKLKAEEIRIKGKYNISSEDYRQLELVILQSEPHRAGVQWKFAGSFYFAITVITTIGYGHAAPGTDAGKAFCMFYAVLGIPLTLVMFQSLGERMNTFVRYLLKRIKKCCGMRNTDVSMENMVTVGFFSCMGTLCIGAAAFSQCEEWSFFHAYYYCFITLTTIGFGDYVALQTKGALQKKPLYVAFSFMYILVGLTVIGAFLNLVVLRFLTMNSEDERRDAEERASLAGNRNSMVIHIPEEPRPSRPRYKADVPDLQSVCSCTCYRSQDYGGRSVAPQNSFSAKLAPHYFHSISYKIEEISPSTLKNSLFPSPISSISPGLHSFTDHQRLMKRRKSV
TMEM16A inh: inhibitors of mouse TMEM16A calcium-activated chloride channel | Q8BHY3 | HEK293 TMEM16A/YFP iodide influx fluorescence, ionomycin | normalized B-score (activity score, 25-100; higher = stronger inhibition) at 10 µM | 1.2% of 310,000 active;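 active = ratio plate-corrected score three or more library SD toward inhibition, starting fluorescence score within five deviations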;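 note: score derived from kinetic fluorescence span divided by baseline fluorescence per well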
RGS4 act: potentiators or activators of RGS4; HEK293 M3R/inducible RGS4, carbachol calcium flux Fluo4; active compounds read low; B-score at 10 µM; 0.92% of 310,000 active; AID 463111;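 active = B-score of the integrated calcium signal more than 4 SD below the library mean, with starting fluorescence not abnormally high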;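 note: negative B-score means reduced calcium response which marks RGS4 activation or potentiation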
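Assay system: Inducible-RGS4 HEK293 cells carrying M3 receptor | Schedule: Compound preincubation 20 min at room temperature before agonist | Signal: Kinetic calcium fluorescence imaging with Fluo4-AM dye, 2 µM | Read-out basis: B score from integrated fluorescence ratio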
* marks the source's active call; other numbers are inactive results; i = inactive; x = not tested or not shown.

SMILES	RGS4 inh	HDAC3 inhib	KCNQ1 act	hERG protect	KCNK3 inh	KCNQ1 block	SKKanGAS inh	ANO1 activ	KCNK9 inh	TMEM16A inh	RGS4 act
COc1ccc(-n2c(SCC(=O)Nc3ccccc3C)nc(O)c(Cc3ccccc3)c2=O)cc1	i	-4	i	-8	i	i	1	i	i	i	i
O=C(O)c1ccc(CSc2nnc(COc3ccccc3)o2)cc1	i	1	i	-5	i	i	3	i	i	i	i
COc1ccc(-c2nn3c(-c4ccccc4)nnc3s2)cc1	i	1	i	-7	i	i	9	i	i	i	i
c1ccc(-n2ncc3c(NCc4cccnc4)ncnc32)cc1	i	-6	i	-4	i	i	-2	i	i	i	i
O=C(NC(=S)N1CCOCC1)c1cc2ccccc2o1	i	2	i	-15	i	i	0	i	i	i	i
Cc1ccnc(NS(=O)(=O)c2ccc(N3C(=O)c4c(Cl)c(Cl)c(Cl)c(Cl)c4C3=O)cc2)n1	i	-7	i	-10	i	i	-6	i	i	i	i
O=C(NCCc1ccccc1)C(=O)c1c(-c2ccccc2)[nH]c2ccccc12	i	10	i	-5	i	i	-3	i	i	i	i
CC(=O)Nc1cc(C(=O)OCC(=O)c2ccc(Cl)cc2Cl)ccc1C	i	-8	i	-13	i	i	-4	i	i	i	i
CCN(CC)c1ccc(NC(=S)NC(=O)Cc2ccccc2)cc1	i	1	i	0	i	i	2	i	i	i	i
COc1ccc(NC(=O)CN2C(=O)COc3ccccc32)cc1OC	i	6	i	-11	i	i	-3	i	i	i	i
O=C(CCC(=O)c1ccc(Cl)cc1)NCc1ccccc1	i	0	i	-7	i	i	3	i	i	i	i
CN(CC1CCOCC1)C(=O)CC1C(=O)NCCN1Cc1ccc(Cl)c(F)c1 (configuration not stated)	i	x	i	-13	i	i	-2	i	i	i	i
N#Cc1cccnc1N1CCN(C(=O)c2ccco2)CC1	i	-5	i	-2	i	i	2	i	i	i	i
O=C(CC1CCCCC1)NCCOc1ccccc1	i	2	i	-6	i	i	-13	i	i	i	i
CCN(CC)S(=O)(=O)c1ccc(C(=O)Nc2nnc(COC)o2)cc1	i	3	i	-11	i	i	4	i	i	i	i
CNC(=O)C1CC(=O)N(c2ccc(OCC(=O)N3CCCC3)cc2)C1 (configuration not stated)	i	1	i	-6	i	i	0	i	i	i	i
COc1cc2c(cc1N/C=C(\C#N)c1nc(-c3ccccc3)cs1)oc1ccccc12	i	3	i	-9	i	i	4	i	i	i	i
COc1ccc(-c2cn(-c3ccc(C)c(Cl)c3)c(=S)[nH]2)cc1OC	i	3	i	-5	i	i	27	i	i	i	i
Fc1ccc(CNc2ccc(N3CCN(Cc4ccccc4)CC3)cc2)cc1	i	2	i	-14	i	i	-2	i	i	i	i
Clc1cccc(Nc2ncnc3ccc(Br)cc23)c1	i	x	i	-2	i	i	-1	i	i	i	i

Full records, quoted from the list. Values in the order: RGS4 inh, HDAC3 inhib, KCNQ1 act, hERG protect, KCNK3 inh, KCNQ1 block, SKKanGAS inh, ANO1 activ, KCNK9 inh, TMEM16A inh, RGS4 act
COc1cc2c(cc1N/C=C(\C#N)c1nc(-c3ccccc3)cs1)oc1ccccc12 as listed: i, 3, i, -9, i, i, 4, i, i, i, i
Clc1cccc(Nc2ncnc3ccc(Br)cc23)c1 as listed: i, x, i, -2, i, i, -1, i, i, i, i
Cc1ccnc(NS(=O)(=O)c2ccc(N3C(=O)c4c(Cl)c(Cl)c(Cl)c(Cl)c4C3=O)cc2)n1 as listed: i, -7, i, -10, i, i, -6, i, i, i, i
COc1ccc(NC(=O)CN2C(=O)COc3ccccc32)cc1OC as listed: i, 6, i, -11, i, i, -3, i, i, i, i

New compounds follow.
SMILES	RGS4 inh	HDAC3 inhib	KCNQ1 act	hERG protect	KCNK3 inh	KCNQ1 block	SKKanGAS inh	ANO1 activ	KCNK9 inh	TMEM16A inh	RGS4 act
Nc1c(C(=O)NC2CCCC2)sc2nc(-c3cccs3)ccc12	i	-19	i	-9	i	i	1	x	i	i	i
O=C(CSc1nnc(-c2ccc(F)cc2)o1)NC1CCCCC1	i	7	i	-4	i	i	-2	i	i	i	i
O=C(CN1C(=O)COc2ccc(S(=O)(=O)N3CCCC3)cc21)NC1CCCCCCC1	i	-2	i	-4	x	i	-11	x	i	i	i
CN(C)/C=C(\C(=O)c1cccc(Cl)c1)c1nnnn1-c1ccccc1	i	2	i	-17	i	i	-1	i	i	i	i
Cc1ccc(C(C)C)c(OCC(=O)OCc2c(C)noc2C)c1	i	5	i	-7	i	i	-2	i	-7.4*	i	i
Nc1c(C(=O)O)sc2nc3c(cc12)CCCC3	i	-1	i	-10	i	i	18	i	i	i	i
O=C(O)c1cccc(NS(=O)(=O)c2cccc3nsnc23)c1	i	-6	i	-10	i	i	3	i	i	i	i
COc1ccccc1Cn1c(=S)[nH]c2cc(C(=O)N3CCN(c4ccccc4OC)CC3)ccc2c1=O	i	1	i	-6	i	i	-19	i	i	i	i
Cc1cccc(OCC(=O)NNC(=O)c2cc3ccccc3oc2=O)c1	i	9	i	-7	i	i	-2	i	i	i	i
CCOc1ccccc1C(=O)Nc1cc2c(cc1N1CCCC1)n(CC)c(=O)n2CC	i	13	i	-29	-8.8*	i	-7	i	-14*	i	i
CC(C)C(=O)Nc1c2c(nn1-c1ccc(F)cc1)CSC2	i	-2	i	-7	i	i	-7	i	i	i	i
Cc1cc2nccc(-c3ccc(OCCCF)cc3)n2n1	i	6	i	-8	i	i	-4	i	i	i	i
CCCCN(CCCNC(=O)c1c(C)cc(=O)oc1C)c1ccccc1	i	2	i	-14	i	i	-8	i	i	i	i
Cc1nn(-c2cccc(Cl)c2)c2c1C(c1cccnc1)C(C#N)=C(N)O2 (configuration not stated)	i	2	i	-7	i	i	29	i	i	i	i
COc1ccccc1NC(=O)c1sc2nc3n(c(=O)c2c1C)CCC3	i	1	i	-6	i	i	7	i	i	i	i
CCOC(=O)c1c(NC(=O)COc2ccccc2)sc2c1CC(C)(C)NC2(C)C	i	-13	i	-15	i	i	1	i	i	i	i
Cc1c(CN2CCN(c3cccc(C(F)(F)F)c3)CC2)c(=O)n(-c2ccccc2)n1C	i	4	i	-3	i	i	0	i	i	i	i
CCN(CC)C(=O)c1ccc2c(c1)nnn2C	i	0	i	-8	i	i	-2	i	i	i	i
COc1cc(Br)c(-c2sc(Nc3ccccc3)n[n+]2-c2ccccc2)cc1OC	i	14	i	-22	i	i	-6	i	i	i	i
O=C(CNc1ccccc1)N/N=C/c1c(O)ccc2ccccc12	i	-12	i	-6	i	i	101*	i	i	i	i
O=C(COc1ccccc1F)N1CCc2ccccc2C1	i	-4	i	-10	i	i	2	i	i	i	i
CCOC(=O)c1c(C)cc(=O)oc1C	i	4	i	-13	i	i	-3	i	i	i	i
COC(=O)c1ccc([N+](=O)[O-])cc1N1C(=O)C2C3CCC(C3)C2C1=O (configuration not stated)	i	-2	i	-7	i	i	3	i	i	i	i
CNc1ccccc(C(=O)/C=C/c2ccccc2OC)c1=O	i	7	i	-5	i	i	7	i	i	i	i
O=C(Nc1ccc(F)cc1)Nn1cnnc1	i	-3	i	-6	i	i	-16	i	i	i	i
CCOCN(C(=O)Cn1c(CO)nc2ccccc21)c1c(C)cccc1CC	i	6	i	-18	i	i	-5	i	i	i	i
O=C(NC1(C(=O)NC2CCCCC2)CCCCC1)c1ccc2c(c1)OCO2	i	3	i	-7	i	i	0	i	i	i	i
O=S(=O)(Nc1ncccn1)c1ccc(-n2cnnn2)cc1	i	9	i	-10	i	i	-1	i	i	i	i
Cc1nn(-c2ccccc2)c(Cl)c1/C=N/NC(=O)c1cccnc1	i	7	i	-8	i	i	-14	i	i	i	i
Nc1c(-c2ccc(Cl)cc2)cnn1-c1ccccc1	i	-5	i	-5	i	i	8	i	i	i	i
Cc1ccc(S(=O)(=O)NCC2CCC(C(=O)NCc3cccnc3)CC2)cc1 (configuration not stated)	i	-3	i	-3	i	i	3	i	i	i	i
N#Cc1c(N)nc2c(c1-c1ccc(F)cc1)CCC2	i	4	i	-1	i	i	1	i	i	i	i
S=C(NC1CCCCC1)N1CCN(C2CCCCC2)CC1	i	0	i	3	i	i	-2	i	i	i	i
C=CCOc1ccc(C(=O)Nc2ncn[nH]2)cc1	i	-3	i	-4	i	i	-11	i	i	i	i
Cc1ccc(N2CC(C(=O)N3CCCCCC3)CC2=O)cc1 (configuration not stated)	i	-1	i	-5	i	i	0	i	i	i	i
OC(Cn1cccn1)c1ccccc1 (configuration not stated)	i	-9	i	-5	i	i	3	i	i	i	i
Cc1cc2c(c(=O)o1)C(C1C=CCCC1)C(C#N)=C(N)O2 (configuration not stated)	i	-8	i	-10	i	i	-8	i	i	i	i
Cc1ccc2sc(N(CCCN(C)C)C(=O)c3ccc(S(=O)(=O)N(C)C)cc3)nc2c1C	i	0	i	-3	i	i	-2	i	i	i	i
CSCC[C@H](NC(=O)C(C)(C)Oc1ccc(Cl)cc1)c1nc2ccccc2[nH]1	i	-3	i	-11	i	i	0	i	i	i	i
CN1CCN(c2nc3c(c(=O)n(C)c(=O)n3C)n2Cc2ccccc2F)CC1	i	-3	i	-2	i	i	-1	i	i	i	i
CC(=O)c1ccc(OCCn2c(SCC(=O)O)nc3ccccc32)cc1	i	0	i	-3	i	i	6	i	i	i	i
O=C(Nc1ccc(Cl)cc1)c1ccncc1	i	5	i	-4	i	i	3	i	i	i	i
COC(=O)CNS(=O)(=O)c1ccc(C)cc1	i	-12	i	-4	i	i	11	i	i	i	i
CCCCCCCCCCCCCCCC[n+]1cccc(C(=O)N(CC)CC)c1	i	6	i	-10	i	i	92*	i	i	i	-9.9*
Cn1c(=O)c(=O)n(C)c2cc(N3CCCC3)c(NS(=O)(=O)c3ccc(F)cc3)cc21	i	-3	i	-2	i	i	-2	i	i	i	i
COc1ccc(N2CCN(C(=O)Cc3ccc(C)cc3)CC2)cc1	i	3	i	-3	i	i	-5	i	i	i	i
Cc1ccc(-n2ncc3c(N4CCC(C(N)=O)CC4)ncnc32)c(C)c1	i	2	i	-14	i	i	-1	i	i	i	i
COC(=O)c1cc(C(=O)CSc2nc(C)cc(C)n2)ccc1O	i	8	i	-7	i	i	3	i	i	i	i

Compounds were not picked by outcome. About 6.3% of those tested had a hit in this group.
